MC4R antag cAMP = MC4R antagonists of cAMP signaling, primary screen, cell-based, TR-FRET, antagonist arm of biased-ligand search; Melanocortin receptor 4 (Homo sapiens), P32245; MC4R-expressing cells, MTII-stimulated cAMP, LANCE TR-FRET; inhibition, % at 6.5 µM; 360,000 tested, 0.48% active;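 active = inhibition above its plate's cutoff, the mean of tested wells on that plate plus 3 SD, cut at about 29% in these data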;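 note: 0% = Melanotan II alone and 100% = Melanotan II plus saturating MCL0020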
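Assay system: U2OS cells stably expressing human melanocortin 4 receptor (MC4R) / Dosing: 6.5 µM / Timing: compound 30 min, challenge 1 h, detection 1 h / Measured by: Eu-cAMP/anti-cAMP TR-FRET, emission 671 nm / Replicates: singlicate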
HTR2A ag = mouse Htr2a agonists via beta-arrestin recruitment, primary screen, cell-based, luminescence; 5-hydroxytryptamine receptor 2A (Mus musculus), P35363; activation, % at 7.6 µM; AID 624169, 2012; 360,000 tested, 0.66% active; CHO-K1 mHTR2A beta-arrestin complementation; percent of 30 µM serotonin response;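 active = activation above a run cutoff, the mean activation of all tested compounds plus 3 SD, cut at about 14% in these data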;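 note: 0% = plate median of compound wells and 100% = 30 µM serotonin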
H9c2 protect = cardioprotection against H2O2-induced cell death, primary screen, uHTS, H9c2 cells, ATPLite luminescence | H9c2 cardiomyocytes, H2O2 injury protection, 2 h | protection from H2O2 cell death, % at 20 µM | 360,000 tested, 0.63% active;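 active = compounds giving at least 50% protection of heart cells from peroxide-induced death in the single-dose screen, raw or plate-pattern-corrected value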;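 note: 0% = DMSO wells with peroxide and 100% = DMSO wells without peroxide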
MC4R ag barr = MC4R agonists recruiting beta-arrestin, primary screen, cell-based, luminescence, agonist arm of biased-ligand search | Melanocortin receptor 4 (Homo sapiens), P32245 | U2OS MC4R beta-arrestin complementation; percent of melanotan II response, DMSO zero | activation, % at 8.9 µM | 360,000 tested, 0.98% active;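 active = activation above a per-plate cutoff, the mean activation of sample wells on that plate plus 3 SD, cut at about 8% in these data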
ABCB6 inh 2 = ABCB6 transporter inhibitors, primary screen, K562-ABCB6 cells, flow cytometry, MLPCN library; 360,000 tested, 0.19% active; ATP-binding cassette sub-family B member 6 (Homo sapiens), Q9NP58; K562-ABCB6 porphyrin accumulation, 1 h; hits give low values; fluorescence ratio to DMSO, % at 10 µM;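 active = fluorescence ratio to DMSO below 75%, the collection mean minus 3 SD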;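 note: signal is porphyrin accumulated inside mitochondria; 100% equals median channel fluorescence of DMSO control wells; lower ratio means ABCB6 inhibition with less porphyrin fluorescence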
ABHD5-PLIN5 inh = ABHD5-PLIN5 interaction inhibitors, primary screen, cell lysate, split luciferase complementation, luminescence; inhibition, % at 4 µM; Perilipin-5 (Homo sapiens) + 1-acylglycerol-3-phosphate O-acyltransferase ABHD5 (Homo …; Split G. princeps luciferase complementation, 4 h; 360,000 tested, 0.78% active;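 active = inhibition above the mean inhibition across every tested compound plus 3 SD, cut at about 22% in these data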;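 note: 0% = DMSO only wells and the 100% control is not disclosed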
Target sequence (Q00G26 whole entry, looked up): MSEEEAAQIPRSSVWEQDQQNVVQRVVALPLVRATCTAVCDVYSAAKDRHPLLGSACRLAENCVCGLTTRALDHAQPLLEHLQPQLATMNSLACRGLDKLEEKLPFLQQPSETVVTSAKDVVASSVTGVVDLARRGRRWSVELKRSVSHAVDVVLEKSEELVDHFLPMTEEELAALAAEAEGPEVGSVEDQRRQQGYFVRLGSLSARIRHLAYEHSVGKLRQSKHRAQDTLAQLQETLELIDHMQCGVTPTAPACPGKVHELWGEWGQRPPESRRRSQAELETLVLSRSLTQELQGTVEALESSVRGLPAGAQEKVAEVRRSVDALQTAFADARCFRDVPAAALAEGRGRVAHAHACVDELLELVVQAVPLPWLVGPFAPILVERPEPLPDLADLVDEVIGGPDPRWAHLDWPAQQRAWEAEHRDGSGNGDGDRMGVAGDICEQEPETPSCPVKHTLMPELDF
Target sequence (Q8WTS1 whole entry, looked up): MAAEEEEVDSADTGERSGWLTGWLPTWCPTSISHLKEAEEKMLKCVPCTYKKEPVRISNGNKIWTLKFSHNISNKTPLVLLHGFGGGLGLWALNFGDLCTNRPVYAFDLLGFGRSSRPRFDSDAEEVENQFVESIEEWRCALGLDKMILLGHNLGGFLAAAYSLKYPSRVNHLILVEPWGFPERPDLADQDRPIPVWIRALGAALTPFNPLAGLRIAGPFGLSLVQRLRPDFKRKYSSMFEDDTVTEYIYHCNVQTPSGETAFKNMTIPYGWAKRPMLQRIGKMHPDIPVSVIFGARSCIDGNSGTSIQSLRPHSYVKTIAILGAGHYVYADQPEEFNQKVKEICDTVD
PDI turbidity = inhibitors of human PDI, primary screen, biochemical, turbidity, single point, plate reader | PDI insulin aggregation turbidity, A650, 90 min | 350,000 tested, 0.052% active | AID 588391, 2011 | inhibition, % at 10 µM | Protein disulfide-isomerase (Homo sapiens), P07237;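 active = mean inhibition across replicates of 30% or more, whatever share of single replicates reach that level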;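 note: absorbance from insulin aggregation driven by PDI reduction with DTT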
Exocytosis inh = LAMP-1 surface exposure blockers, TALL-104 cells – cell-based, flow cytometry, MLPCN library, primary screen; TALL-104 LAMP-1 surface exposure; cells stimulated with thapsigargin and PMA; inhibition, % at 10 µM; 360,000 tested, 0.66% active;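 active = inhibition above about 55%, limit read from the data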
Glyco luc inh = increase of ERlucT glycosylation luciferase signal, primary screen, N-linked glycosylation inhibitor project, D54 ERlucT cells, luminescence, set 2; 360,000 tested, 0.23% active; reporter increase, % at 12.5 µM; D54 ERlucT glycosylation luciferase reporter, 24 h; percent of 100 nM tunicamycin response; AID 588692, 2011;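 active = mean luciferase reporter signal, scaled so untreated is 0 and the glycosylation-blocking control 100, at or above a set limit in every replicate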;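 note: luciferase carries N-glycosylation sites so blocking glycosylation raises the light; 0% = median of neutral control wells and 100% = median of 100 nM tunicamycin wells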
CaV13 FRET inh = Primary screen for inhibitors of IQ motif and Ca2+-dependent inactivation inhibitor domain binding in CACNA1D, Förster resonance energy transfer in living cells, …. HEK cells, CFP/YFP FRET ICDI-IQ, plate reader, 10 min; percent FRET-ratio fall versus neutral wells. inhibition, % at 12.3 µM. 340,000 tested, 0.098% active. AID 743397;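 active = mean replicate inhibition of at least 30% and at least 1% of replicates passing that level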;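 note: 0% = median of the neutral control wells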
* marks the source's active call; other numbers are inactive results; nt = no result given.

SMILES	MC4R antag cAMP	HTR2A ag	H9c2 protect	MC4R ag barr	ABCB6 inh 2	ABHD5-PLIN5 inh	PDI turbidity	Exocytosis inh	Glyco luc inh	CaV13 FRET inh
Cc1nnc(SCCn2c(N3CCCC(C)C3)nc3c2c(=O)[nH]c(=O)n3C)s1 (stereo unspecified)	1	9	6	2.1	97	16	11	1	-2	-5
COc1ccc(NC(=O)C2CCCN(c3nn4c(=O)cc(C)nc4s3)C2)c(OC)c1 (stereo unspecified)	6	-6	1	1.4	103	4	-1	-2	2	-7
CN(C)CCn1ccc(O)c(Cc2ccc(Cl)cc2)c1=O	3	-1	2	-0.2	94	2	-5	-11	-1	-6
Cc1nnc(NC(=O)c2nn(CC(C)C)c(=O)c3ccccc23)s1	-5	9	-2	-3.1	98	-3	-2	0	2	2
CCn1c(O)c(N=N)c2ccccc21	-7	0	5	-2.1	95	-1	1	24	3	3
c1ccc(CSc2nnc(-c3cccs3)n2Cc2ccco2)cc1	17	-3	4	-1.8	96	3	3	0	-1	-4
c1ccc(-c2cc(N3CCCCC3)ncn2)cc1	2	2	-7	-2.5	87	-11	-18	-1	-1	-2
O=C(CSc1nnc(CNC(=O)c2ccccc2)o1)Nc1nccs1	18	-4	-3	1.3	95	2	-1	-2	nt	-5
O=S(=O)(c1ccc(F)cc1)N1CCN(c2ccccc2)CC1	-2	-2	0	-0.6	103	1	7	-1	0	-5
COc1ccc(C(=O)C2CCCN(S(=O)(=O)c3ccccc3F)C2)c(C)c1 (stereo unspecified)	4	0	-6	-2.4	96	-5	-4	-6	-1	-10
CCc1ccc(NS(=O)(=O)c2cc3[nH]c(=O)c(=O)[nH]c3cc2C)cc1	7	-4	1	-2.1	99	-4	0	-3	2	-3
CC1CCC2(CC1)NC(=O)N(Cc1cccc(C(F)(F)F)c1)C2=O (stereo unspecified)	12	-1	-7	3.6	105	-18	-5	-4	4	-5
O=c1c2ccccc2nc(SCc2ccc(F)cc2Cl)n1CCCN1CCOCC1	4	-5	6	-1.6	98	12	-5	6	-8	-15
O=S(=O)(c1ccc(F)cc1)N1CCN(CC2CC3C=CC2C3)CC1 (stereo unspecified)	1	-8	-2	-1.6	102	-2	4	-5	-1	-2
CC(=O)Nc1ccc(S(=O)(=O)N2CCN(C(=O)c3ccco3)CC2)cc1	12	-1	-1	0.0	99	4	2	7	1	-3

Compound profiles (already shown):
O=S(=O)(c1ccc(F)cc1)N1CCN(CC2CC3C=CC2C3)CC1 (stereo unspecified) across the screens: MC4R antag cAMP = 1; HTR2A ag = -8; H9c2 protect = -2; MC4R ag barr = -1.6; ABCB6 inh 2 = 102; ABHD5-PLIN5 inh = -2; PDI turbidity = 4; Exocytosis inh = -5; Glyco luc inh = -1; CaV13 FRET inh = -2
CCn1c(O)c(N=N)c2ccccc21 across the screens: MC4R antag cAMP = -7; HTR2A ag = 0; H9c2 protect = 5; MC4R ag barr = -2.1; ABCB6 inh 2 = 95; ABHD5-PLIN5 inh = -1; PDI turbidity = 1; Exocytosis inh = 24; Glyco luc inh = 3; CaV13 FRET inh = 3

Carrying on.
SMILES	MC4R antag cAMP	HTR2A ag	H9c2 protect	MC4R ag barr	ABCB6 inh 2	ABHD5-PLIN5 inh	PDI turbidity	Exocytosis inh	Glyco luc inh	CaV13 FRET inh
COc1ccccc1NS(=O)(=O)c1cc(N/C(=N\S(=O)(=O)c2ccccc2)c2ccc(F)cc2)ccc1Cl	15	-2	8	-1.6	97	5	-1	-2	0	-4
COc1cccc(/C=N/n2c(-c3n[nH]c4c3CCC4)n[nH]c2=S)c1OC	10	4	-4	-1.8	97	-4	-1	-5	2	-13
CCOc1ccc(NC(=O)c2ccccn2)cc1	-12	-2	-31	-3.5	98	1	-1	0	-20	-3
OC[C@@H]1CN(Cc2ccccc2)C[C@H](n2cnc3c(NC4CC4)ncnc32)O1	-2	-4	3	-0.8	103	-3	1	-2	-2	-8
CC1=NN(c2ccccc2)C(=O)/C1=C\c1cn(CCC#N)nc1-c1ccc(Cl)cc1	10	-3	2	0.5	99	-21	10	0	8	9
O=C1/C(=C\Nc2ccccc2)CCN1c1ncccn1	-3	-3	6	-2.9	88	3	-7	-6	2	nt
O=c1[nH]cc(S(=O)(=O)N2CCCc3ccccc32)c(=O)[nH]1	-3	13	1	0.2	106	1	1	3	0	-6
COc1ccc(/C(N)=N/OC(=O)Cc2ccccc2[N+](=O)[O-])cc1	13	-1	1	-1.3	98	-3	1	-3	1	-5
COc1cc2ccccc2cc1C(=O)NCC(c1cccs1)N(C)C (stereo unspecified)	11	-5	-15	-3.8	97	4	1	0	-8	-7
CCn1c(=O)c(C)nn2c3ccccc3nc12	-1	2	11	-1.9	98	9	-18	-2	3	nt
O=C(CNS(=O)(=O)c1ccccc1)N/N=C/c1ccccc1[N+](=O)[O-]	2	-3	6	-2.0	99	-4	-4	-4	-2	-32
Cc1nc(Nc2ccccc2O)c2oc3ccccc3c2n1	2	3	-2	-0.6	97	4	10	1	1	-2
COC(=O)c1ccccc1NC(=O)CSc1ncccn1	-4	0	0	-1.1	100	-2	0	7	1	5
Cc1ccc(C)c(NC(=O)CN(C)C(=O)c2cccc(S(=O)(=O)N(C)C)c2)c1	1	3	-7	-0.4	91	1	-1	-1	3	-5
C[C@@H]1CN([C@H](C)CO)C(=O)CCCn2nncc2CO[C@H]1CN(C)Cc1cccc(C(=O)O)c1	15	2	-5	1.1	104	-3	0	0	1	-6
CCOc1ccc(N(CC(=O)NC2CCCC2)C(=O)CSc2nnc(COc3ccccc3)o2)cc1	5	-2	-1	0.0	91	-14	-4	-3	-6	-10
CC(C)(C)c1nc(Sc2ccc([N+](=O)[O-])cn2)n[nH]1	2	4	7	-1.9	101	2	7	0	-3	-5
Clc1ccc(C2=NNC(=NCC3CCCO3)SC2)cc1 (stereo unspecified)	-3	-3	-2	-0.4	102	-15	13	-2	-3	-19
CC(C)c1ccc(N=c2c([N+](=O)[O-])nn(-c3ccc4c(c3)OCCO4)n2O)cc1	-1	3	-7	-1.1	100	-5	-6	-1	-3	-9
Cc1cc2c(cc1C)NC(=O)C(C)CN2 (stereo unspecified)	-11	-3	-2	-1.8	98	-4	0	-3	-9	-4
CS(=O)(=O)N1CCCCC1c1cc(C(=O)Nc2cccc3c2CCCC3)no1 (stereo unspecified)	-6	-6	-6	-1.3	96	-11	-4	-8	-1	-4
CN1C(=S)SC(/[N+]([O-])=C/c2cccnc2)C1(C)C (stereo unspecified)	-1	1	4	-1.6	93	-4	-8	-4	4	-5
CN(CC(=O)Nc1cccc(F)c1)CC(=O)Nc1ccccc1Oc1ccccc1	-1	-7	-5	-1.9	99	2	-3	4	-1	-18
Cc1ccccc1NC(=O)Nc1nc(C2CCC(=O)N2)cs1 (stereo unspecified)	5	-3	-4	0.3	102	-10	3	0	0	-6
Cn1c(Cn2c(=O)sc3ccccc32)nnc1SCC(=O)Nc1cccc(Cl)c1	22	3	6	0.3	102	-9	nt	-1	-1	-3
COc1ccc(OC)c(-c2csc(CCn3nc(C)cc3C)n2)c1	6	-4	5	-5.1	100	-11	2	-4	1	2
Cc1ccc(NC(=O)CCN2C(=O)c3cccc4cccc(c34)C2=O)cc1	5	1	8	19*	96	1	1	-2	4	7
Cc1nc2ccccc2c(=O)n1/N=C/c1cc(Br)ccc1O	16	3	54*	-0.1	101	-6	2	22	0	-4
C/C(=N\NC(=O)c1nnn(-c2nonc2N)c1-c1cccs1)c1ccncc1	15	-11	1	-3.9	89	-5	1	13	2	-2
CC(=O)N1N=C(c2cccc([N+](=O)[O-])c2)OC1(C)c1cccs1 (stereo unspecified)	2	2	9	-1.8	98	9	5	6	2	-18
COc1ccc(N2C(=O)C3CCCN3C2c2cccc(OC)c2)cc1 (stereo unspecified)	14	0	-2	-0.7	100	2	nt	1	0	12
O=c1[nH]c2cc3c(cc2cc1C(c1nnnn1C1CCCCC1)N1CCSCC1)OCCO3 (stereo unspecified)	-6	-1	8	-0.1	104	-15	-5	-1	-2	-6
COc1ccc(C2CC(=O)Oc3cc(O)cc(O)c32)cc1 (stereo unspecified)	2	-2	-3	0.6	98	5	nt	1	-1	nt
CCOc1ccc2nc(SCC(=O)Nc3ccc4c(c3)OCO4)sc2c1	1	0	-20	3.7	87	2	-2	-3	-1	-3
CC(C)C(=O)NNS(=O)(=O)c1ccccc1[N+](=O)[O-]	16	2	1	1.5	100	5	-11	-2	1	-14
CCOC(=O)C1C(=O)CC(C)(O)C(C(=O)OCC)C1c1ccc(OCC)cc1 (stereo unspecified)	9	1	3	0.9	100	-8	2	-2	2	nt
CC1(C)CC(=O)C2=C(C1)N(c1ccccc1)C(=O)CC2c1ccc(O)cc1 (stereo unspecified)	8	-2	2	0.1	94	1	0	-7	3	-14
CN(C)CCn1cnc2c(c1=N)C(c1ccccc1)c1ccc3ccccc3c1O2 (stereo unspecified)	20	-10	-10	5.3	93	26*	-2	-5	22	-14
Cc1ccc(Sc2cc(C(=O)NCCCN(C)C)c3ccccc3n2)cc1	-2	-9	11	0.2	96	1	17	22	-4	-5
CCc1nnc(NS(=O)(=O)c2ccc(NC(=S)NC(=O)/C=C/c3ccc(C(C)C)cc3)cc2)s1	29*	1	-4	24*	97	-8	3	90*	3	nt
Cc1ccc(NC(=O)CNc2ccc(Cl)c(Cl)c2)cc1S(=O)(=O)N(C)C	24	2	-16	2.3	94	0	-6	14	-2	nt
CC(C)(C)CN1CCC(Oc2cccc(C(=O)N3CCNC(=O)C3(C)C)c2)CC1	2	3	-6	-1.3	14*	-7	0	1	-2	-7
C/C(=N\Nc1cc(Cl)nc(C)n1)c1ccccc1	-5	-4	-4	-1.4	104	2	-5	-2	0	-4
O=C(NC(=O)N1CCCCCC1)c1ccccc1	1	-1	-1	1.8	98	0	-4	4	1	-6
O=C(/C=C/c1ccc(F)cc1)Nc1cc(S(=O)(=O)N2CCOCC2)ccc1N1CCCC1	16	0	2	-0.2	105	7	8	3	4	-5
Nc1nc2nccc(-c3ccccn3)n2n1	15	4	2	-1.8	99	3	-1	0	1	-5
CCN(CC)S(=O)(=O)c1ccc(N)cc1	2	-3	12	-1.0	98	5	-7	3	1	3
CCNc1nc(NC(C)C)nc(N(C)C#N)n1	6	1	-2	1.0	98	0	-1	0	0	-2
O=C(Nc1cccc(O)c1)c1cccc(S(=O)(=O)Nc2cccc(O)c2)c1	18	1	-7	-1.6	96	2	19	-3	4	-20
